hcGAS inh – inhibitors of human cGAS; recombinant h-cGAS, ATP depletion, Kinase-Glo luminescence; 290,000 compounds, 0.081% hits; inhibition, % at 12.5 µM;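 also: 0% = vehicle reaction and 100% = reaction without DNA for no activity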
Target sequence (Q8N884 whole entry, looked up): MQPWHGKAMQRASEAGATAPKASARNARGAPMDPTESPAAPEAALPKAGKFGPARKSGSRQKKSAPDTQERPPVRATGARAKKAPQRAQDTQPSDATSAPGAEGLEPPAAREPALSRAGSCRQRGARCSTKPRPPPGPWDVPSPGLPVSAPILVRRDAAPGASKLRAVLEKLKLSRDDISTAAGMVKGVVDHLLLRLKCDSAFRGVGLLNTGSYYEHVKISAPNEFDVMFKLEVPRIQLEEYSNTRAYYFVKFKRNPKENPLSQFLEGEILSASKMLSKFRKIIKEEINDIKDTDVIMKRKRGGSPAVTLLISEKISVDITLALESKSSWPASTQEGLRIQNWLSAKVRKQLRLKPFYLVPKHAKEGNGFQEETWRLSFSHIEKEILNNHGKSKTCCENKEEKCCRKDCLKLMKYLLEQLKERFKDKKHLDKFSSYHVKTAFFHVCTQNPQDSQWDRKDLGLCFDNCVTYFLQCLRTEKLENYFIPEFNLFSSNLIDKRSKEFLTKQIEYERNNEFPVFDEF
mcGAS lum – blocks mouse cGAS activity; recombinant cGAS, Kinase-Glo ATP depletion luminescence; inhibition, % at 12.5 µM; 160,000 compounds, 0.15% hits;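 also: 0% = negative control wells and 100% = reference inhibitor with no enzyme activity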
NPYLR7 agonist – activates Aedes aegypti NPYLR7 receptor; HEK293T NPYLR7/Galpha15, GCaMP6s calcium fluorescence; activation, % at 10 µM; 270,000 compounds, 0.15% hits; AID 1259423; in the data active = activation above about 40%;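 also: 0% = vehicle and 100% = reference agonist at the receptor; some compounds past the cut are filed as inactive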
* hit, by the source's call; nt = no result given; & = joins results of further samples. Rule as the data show it, unless noted: active = inhibition above about 40%; inactive = the rest.

SMILES	hcGAS inh	mcGAS lum	NPYLR7 agonist
C=CCOC(=O)C1C(C)=NC2=C(C(=O)CCC2)C1c1cccc(Cl)c1 (centres undefined)	-3	nt	1
Cc1ccccc1-c1ncc(CN2CCCC(Nc3ccccc3)C2)cn1 (centres undefined)	-7	-9	2
CSc1ncc(CNCc2ccco2)c(N2CCN(c3ccccc3F)CC2)n1	1	-4	1
Cn1c(=O)[nH]cc(CC(=O)N2CC[C@@](C)(O)[C@@H](Cc3ccccc3)C2)c1=O	-3	-17	nt
O=C(O)c1ccc(CNS(=O)(=O)c2c(F)cccc2F)cc1	-3	-5	-1
CCOc1ccc(C(=O)n2sc(=O)c3ccccc32)cc1OCC	-10	nt	2
Cc1ccccc1C(=O)N1C(C(=O)NCc2ccccn2)COC12CCCC(C)C2 (centres undefined)	-5	-8	3
CCOC(=O)CN(C(=O)c1ccco1)[C@@H]1C[C@@H]2CO[C@H](c3ccccc3)C[C@@H]2C1	-3	-8	21
COc1ccc(NCC(=O)NCC(F)(F)F)cc1Cl	-4	nt	0
COC(=O)c1cc(Cl)cc(NCc2cccc(C(N)=O)c2)c1	-12	nt	8
COc1ccccc1C1CC(c2ccc(Br)cc2)=NN1C(C)=O (centres undefined)	-1	1	4
COc1ccc(Nc2cc(C)nc(N3CCN(C(=O)c4cccc5ccccc45)CC3)n2)cc1	-5	nt	10
CC(C)n1cc(CN2CCC(Oc3ccc(C(=O)NC4CCCC4)cc3Cl)CC2)cn1	-7	-9	6
CNCC(O)c1ccc(O)c(O)c1 (centres undefined)	-4&-2&-3	-3	6&36&69
O=C(NC1CCCCCC1)N1CCN(C(c2ccccc2)c2ccccc2)CC1	-8	-5	20
Cc1ccc(C(CC(=O)N2CCC3(CC2)OCCO3)c2cn(C)c3ccccc23)cc1 (centres undefined)	-5	-4	nt
Cc1ccc(OCCN2CCN(c3ncnc4sc5c(c34)CC(C)CC5)CC2)cc1 (centres undefined)	-5	-5	9
CCCN(Cc1ccc(C#N)cc1)Cn1ncn(C2CC2)c1=S	-6	nt	2
CCOC(=O)C1(Cc2ccccc2C)CCCN(Cc2ccc(NC(C)=O)cc2)C1 (centres undefined)	1	0	0
O=C(NCCCn1cccn1)N1CCSC2(CCCCC2)C1	-9	-16	7
CC(C)c1cccc(OCC(=O)c2ccc3c(c2)N(CC(=O)NCCc2ccccn2)C(=O)CO3)c1	-2	-4	nt
COc1cccc(CN(C)c2nc(CN3CCOCC3)nc3sc4c(c23)CCC4)c1OC	-6	nt	2
Cc1ccccc1-n1ncc(C(=O)N2CCN(CC(F)(F)F)CC2)c1C1CC1	5	nt	-9
O=C(CN(CC1CCCO1)C(=O)Nc1cccc(Br)c1)N(Cc1ccc2c(c1)OCO2)Cc1ccco1 (centres undefined)	-5	-4	-1
CN(Cn1nc(-c2ccccc2)oc1=S)c1ccccc1	-3	nt	-10

Fetched by compound from above (4):
SMILES	hcGAS inh	mcGAS lum	NPYLR7 agonist
CCOC(=O)CN(C(=O)c1ccco1)[C@@H]1C[C@@H]2CO[C@H](c3ccccc3)C[C@@H]2C1	-3	-8	21
C=CCOC(=O)C1C(C)=NC2=C(C(=O)CCC2)C1c1cccc(Cl)c1 (centres undefined)	-3	nt	1
Cc1ccccc1-n1ncc(C(=O)N2CCN(CC(F)(F)F)CC2)c1C1CC1	5	nt	-9
O=C(CN(CC1CCCO1)C(=O)Nc1cccc(Br)c1)N(Cc1ccc2c(c1)OCO2)Cc1ccco1 (centres undefined)	-5	-4	-1

More compounds.
SMILES	hcGAS inh	mcGAS lum	NPYLR7 agonist
Nc1ncc(CN2CCc3ccc(NC(=O)C4CCCO4)cc3C2)cn1 (centres undefined)	3	-4	11
COC(=O)CC(=O)N1CCC(Cc2ccc(F)cc2)CC1	-5	-4	4
CCOCC(=O)N1CCN(Cc2nnnn2-c2ccc(F)c(F)c2)CC1	-7	-9	0
CCn1c(CC2CCN(C(=O)c3cnn4ccn(C)c34)CC2)nn(C)c1=O	-2	nt	2
CC(=O)Nc1ccc(Sc2nc(C)cc(C)c2C#N)cc1	-13	nt	14
CC(=O)C1=C(c2ccc(Cl)cc2)NC(=O)NC1c1ccc(C#N)cc1 (centres undefined)	-10	nt	8
O=C(Cc1ccccc1)NO	-2	nt	2
CC(C)CN1CC(C(=O)NCc2cc(-c3ccco3)on2)CC1=O (centres undefined)	6	nt	-1
Cc1cccc(C)c1CN1CCCC(CNC(=O)c2cnccn2)C1 (centres undefined)	-5	-13	11
CN(C)C=Nc1cnc2c(c1)c(=O)[nH]c(=O)n2C	6	nt	4
CN(Cc1cnccn1)Cc1cn(C)nc1-c1ccc(C2CCCCC2)cc1	0	nt	7
CCCCc1ccc(NC(=O)c2sc3cc(OC)c(OC)cc3c2Cl)cc1	-4	-5	4
O=C(c1cccc(Cl)c1)N(CCN1CCCC1)CC(=O)N1CCc2sccc2C1COc1ccc(F)cc1 (centres undefined)	-7	-7	-3
CN(CCc1ccccn1)c1ncccc1CNc1ccnc(N)n1	-6	-13	-2
N#Cc1ccccc1-c1ccc(COc2coc(CN3CCN(S(=O)(=O)c4cc(C(F)(F)F)cc(C(F)(F)F)c4)CC3)cc2=O)cc1	-7	-5	7
Cc1ccc(NC(=O)C2(C)CCN2C(=O)c2ccccc2CCc2ccccc2)cc1C (centres undefined)	-10	-5	8
Cc1cc(C)n(C(C[N+](=O)[O-])c2ccc(F)cc2)n1 (centres undefined)	-8	nt	0
CO[C@H]1[C@H](NC(=O)c2ccccn2)c2ccccc2C12CCN(C(=O)Cc1ccccc1F)CC2	-8	-20	1
O=C(Nc1ccccc1NS(=O)(=O)c1ccc2[nH]cc(C(=O)O)c(=O)c2c1)c1ccccc1	4	4	-8
O=C(O)c1ccccc1N=Nc1c(O)n(Cc2ccc(F)cc2)c2ccccc12	-2	-6	-2
C[C@@]12CO[C@H](c3ccccc3)C[C@@H]1C[C@H](N1CCN(Cc3ccc4c(c3)OCO4)CC1)C2	7	1	-2
CC1(C(=O)NCC2CCCCC2)CCN1C(=O)CCc1cccs1 (centres undefined)	4	0	-2
O=[N+]([O-])C(C=Nc1ccc(Cl)cc1)=CNc1ccc(Cl)cc1	-3	-3	2
Cc1cccc(Cn2cnc3c(nnn3-c3ccc(C)c(Cl)c3)c2=O)c1	-7	-7	0
Cc1ccccc1NC(=O)CCN1C(=O)c2ccccc2C1=O	-4	-5	-4
Next part
SMILES	hcGAS inh	mcGAS lum	NPYLR7 agonist
Cc1ccc(NCc2ccc(C(=O)N3CCC(C(=O)O)CC3)cc2)cc1	1	-2	-7
CCSc1nc(=O)[nH]c2c1CCC2	-1	-1	-3
C/C=C(\C)C(=O)Nc1c(-c2ccc3c(c2)OCO3)cn(C)c1C(=O)OCC	5	-1	-3
Cc1ccc(Nc2ccc(N3CCN(S(=O)(=O)c4c(C)cc(C)cc4C)CC3)nn2)cc1	-5	-9	0
CC(Sc1nnc(COc2ccc(F)cc2)o1)C(=O)NC(=O)NC1CC1 (centres undefined)	2	nt	-1
CC(c1ccccc1)N1CCN(C(=O)c2ccco2)CC1 (centres undefined)	-2	-6	-3
COc1cccc(N2CC(NC(=O)Nc3ncccc3C)CC2=O)c1 (centres undefined)	-3	-3	3
O=C(CN1CSCC1=O)N1CCN(c2ncccn2)CC1	0	nt	1
Clc1ccccc1-c1cc(C2CCN(Cc3cc4n(n3)CCNC4)CC2)[nH]n1	-4	nt	19
COc1c[nH]c(C(=O)Nc2cc(C)cc(C)c2)cc1=O	-10	nt	-2
O=C1/C(=C/c2ccc(O)c(O)c2)SC(=S)N1C1CCCCC1	-18	-11	0
COc1ccc(NC(=O)CSc2nc(C)cc(=O)[nH]2)cc1	-6	nt	-1
COc1ccc(-c2nc3ccccn3c2NC(=O)COCc2ccccc2)cc1	-7	-7	-7
Cc1ccccc1C(NC(=O)C1CCN(CCCOc2ccccc2)CC1)c1ccsc1 (centres undefined)	-2	-2	-4
Cc1cc(C)c(NC(=O)CN(C)C(=O)c2cnc3c(cnn3C(C)C)c2)c(C)c1	-9	nt	6
COCC(=O)N1CCN(C(=O)c2cc(-c3ccc(OC)cc3)n(-c3ccc(C)cc3)c2C)CC1	-9	-6	-5
COCCN(Cc1ccccc1)CC(O)COc1ccc(Cl)cc1 (centres undefined)	-5	-6	17
BrC(=Cc1ccccc1)C1Nc2cccc3cccc(c23)N1	-10	nt	6
Cc1cc(C(C)NC(=O)N2CCC(n3cncn3)CC2)c(C)s1 (centres undefined)	-9	nt	-20
CC(C)(C)S(=O)(=O)c1ccc(NCc2ccc3c(c2)OCO3)nn1	-7	-8	-4
CCCc1cc(C(=O)N2C[C@H](O)[C@@H](N3CCOCC3)C2)cs1	-6	nt	6
CSc1cccc(NC(=O)CSc2nccn3nc(-c4ccc(C)cc4)cc23)c1	-6	19	-1
CC1=C(C(=O)Nc2cc(C)on2)C(c2ccc(F)cc2F)N(C)C(=O)N1C (centres undefined)	6	nt	-6
CCCOc1cc(Nc2ccc(NC(=O)Nc3cccc(C)c3)cc2)nc(C)n1	0	0	9
CCc1nc2ccc(C(=O)Nc3ccc4c(c3)OCC(=O)N4)cn2c1N(CC)Cc1ccc2c(c1)OCCO2	-6	-3	23
Next structures
SMILES	hcGAS inh	mcGAS lum	NPYLR7 agonist
CC(C)(C)n1nc2c(c1NC(=O)c1ccc3c(c1)OCO3)CSC2	-6	-7	-4
Cn1cc(S(=O)(=O)Nc2ccc(N3CCCC3)c(Cl)c2)cn1	-1	nt	-4
CCOC(=O)c1c(NC(=O)c2oc3ccccc3c2C)c(-c2ccc(OC)cc2)cn1Cc1ccccc1	-5	-6	4
CCOC(=O)C1CCN(CC(=O)N2N=C(c3cccc(OC)c3)CC2c2ccccc2F)CC1 (centres undefined)	-5	-5	-3
Cc1ccc(OCC(=O)N2CCCC(C(=O)O)C2)c(C)c1 (centres undefined)	4	-1	-3
NCC1CC12CCCc1ccccc12 (centres undefined)	-8	-18	-1
O=C(NCCNc1cccnc1)c1ccc(Cl)s1	-6	-10	nt
CCC(=O)Nc1cc(-c2cccs2)nn1-c1nc(C)cc(=O)[nH]1	-4	nt	-6
CCOC(=O)CC1CCCCN1C(=O)Nc1ccc(OC)cc1C (centres undefined)	-3	nt	7
CN(C)c1cccc(-c2nnc(SC3CCCCNC3=O)n2N)c1 (centres undefined)	-2	-14	10
O=C(Nc1ccc(OC(F)(F)F)cc1)c1c(O)c2ccccc2[nH]c1=O	-4	-6	4
CN(C)C(=O)CN1C(=O)[C@]2(C)[C@H](c3ccccc31)[C@@H](C(N)=O)CN2S(=O)(=O)c1cccs1	4	-5	26
O=c1[nH]nc(C2CCN(c3cnc4ccccc4n3)CC2)n1Cc1ccccc1	-9	nt	13
O=C(NCC1COc2ccccc2C1)N1CCCC1c1ccsc1 (centres undefined)	-12	-8	3
FC(F)(F)c1cccc(N2CCN(Cc3nc(CCc4ccccc4)no3)CC2)c1	-12	-13	6
COc1ccc(N2CCN(c3cc(C(F)(F)F)nc(SCc4cccc(C(=O)O)c4)n3)CC2)cc1	4	1	-16
COC(=O)C(c1ccccc1)C1C=CC(NC(=O)/C=C/c2cccc(C(F)(F)F)c2)C1 (centres undefined)	-5	-5	-2
COc1ccc(CCN(C)C(=O)c2cc(-c3ccccc3OC)nc3cc(C(C)(C)C)nn23)cc1OC	-5	-2	-4
CCn1c(CC2CCN(CC3CCOC(C)(C)C3)CC2)nn(C)c1=O (centres undefined)	-16	-6	nt
O=C(c1csc(N2CCNC2=O)n1)N1CCCCC1	-10	nt	2
CCc1ocnc1C(=O)N1Cc2cnn(Cc3ccc(F)cc3)c2C1	-9	-11	-6
CCN1CCN(c2c(CN(C(=O)c3ccccc3F)C(C)C)c(C)nn2-c2ccccc2)CC1	-8	-5	-2
Cc1nnc(-c2cccc(NC(=O)C3CCN(CCC(C)c4ccccc4)CC3)c2)s1 (centres undefined)	-10	-11	19
COCc1nc(N(C)CCCn2nc(C)cc2C)c2cnn(C)c2n1	-3	-14	-6
CCCCCn1c(CN(C)Cc2ccccc2)nc2c1c(=O)n(C)c(=O)n2C	0	nt	-2

Whole records, quoted from the list. Values in the order: hcGAS inh, mcGAS lum, NPYLR7 agonist
Profile of O=C(NCC1COc2ccccc2C1)N1CCCC1c1ccsc1 (centres undefined) : -12, -8, 3
Profile of FC(F)(F)c1cccc(N2CCN(Cc3nc(CCc4ccccc4)no3)CC2)c1 : -12, -13, 6
Profile of CCn1c(CC2CCN(CC3CCOC(C)(C)C3)CC2)nn(C)c1=O (centres undefined) : -16, -6, nt

Part of the list above, with values under each structure.
Sequence of screens: hcGAS inh | mcGAS lum | NPYLR7 agonist
CN(C)C(=O)CN1C(=O)[C@]2(C)[C@H](c3ccccc31)[C@@H](C(N)=O)CN2S(=O)(=O)c1cccs1
 : 4 | -5 | 26
O=c1[nH]nc(C2CCN(c3cnc4ccccc4n3)CC2)n1Cc1ccccc1
 : -9 | nt | 13

(continued)
SMILES	hcGAS inh	mcGAS lum	NPYLR7 agonist
COc1cc(F)ccc1-c1ccc2nc[nH]c2c1	0	nt	8
O=C(NCc1cccs1)c1ccc(CSc2ccc3ccccc3n2)cc1	-10	-5	12
Cc1ccc(NC(=O)CNC(C)CN2CCOCC2)c(F)c1 (centres undefined)	-6	-11	-1
CCOC(=O)C1(CCCc2ccccc2)CCCN(C(=O)c2cc3ncccn3n2)C1 (centres undefined)	-11	nt	5
CCc1cc2c(SCC(=O)C(C)(C)C)ncnc2s1	3	nt	-4
COc1ccc(NC(=O)N2CCCN(C(=O)c3cccc(C)c3)CC2)cc1	-5	nt	0
Cc1cc(C(C)(C)C)cc(C)c1S(=O)(=O)N1CCN(C(=O)c2cnn(C)c2C)CC1	0	-5	-1
Cn1ncc2c(NCCNC(=O)c3cccnc3)nc(C(C)(C)C)nc21	-10	-11	3
C=CCCOC(=O)N1c2cccc3c2[C@@H](C[C@H]1C(N)=O)CN(CCOC)C3=O	-4	-7	0

Assay outcomes deposited in PubChem by Fisher Drug Discovery Resource Center.
